Tn6 DDE FP: inhibitors of Tn6 peptide binding to fibrin DD(E), primary screen, biochemical, fluorescence polarization, human fibrin, Tn6 probe; Fibrin DD(E) TRITC-Tn6 fluorescence polarization displacement; actives 0.21% (n = 370,000); inhibition, % at 8.3 µM;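 active means inhibition above a per-campaign cutoff: mean of compounds within control limits plus 3 SD, cut at about 15% in these data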;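 further: 0% = median of all compound wells on the plate and 100% = blocking peptide control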
UHRF1 MBD2 ctr: UHRF1 methylated DNA binding inhibitors, primary screen, counter-screen for MBD2 inhibitor project, biochemical, TR-FRET, human UHRF1, single concentration. AID 687016, 2013. E3 ubiquitin-protein ligase UHRF1 (Homo sapiens), Q96T88. UHRF1 binding to methylated oligo. inhibition, % at 4.4 µM. actives 0.75% (n = 370,000); in the data active means inhibition above about 21%;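 further: UHRF1 SRA domain binding a hemimethylated CpG hairpin DNA probe; 0% = median of test compound wells and 100% = reference inhibitor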
KLK7 zymogen act: proKLK7 zymogen activators, primary screen, biochemical, fluorescence intensity. Kallikrein-7 (Homo sapiens), P49862. purified proKLK7, EDANS-DABCYL substrate fluorescence; 100% is mature enzyme control, 0% vehicle. activation, % at 7 µM. actives 0.9% (n = 370,000). AID 652039, 2013;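 active means activation above the mean of all tested compounds plus 3 SD, computed per campaign excluding outliers beyond control limits, cut at about 13% in these data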
Target sequence (P49862 whole entry, looked up): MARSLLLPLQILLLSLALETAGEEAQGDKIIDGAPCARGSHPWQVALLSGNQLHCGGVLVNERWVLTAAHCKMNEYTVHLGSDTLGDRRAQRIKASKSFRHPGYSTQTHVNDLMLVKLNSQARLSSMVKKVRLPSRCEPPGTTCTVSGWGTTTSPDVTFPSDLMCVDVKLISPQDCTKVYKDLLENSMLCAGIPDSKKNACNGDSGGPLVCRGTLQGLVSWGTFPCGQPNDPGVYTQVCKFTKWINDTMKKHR
ASAP1 inh: inhibitors of human ASAP1 ArfGAP activity, primary screen, biochemical, fluorescence polarization; AID 624377, 2012; ASAP1-stimulated ARF1 GTP hydrolysis, GDP FP detection; Arf-GAP with SH3 domain, ANK repeat and PH domain-containing protein 1 (Homo sapiens), …; actives 0.19% (n = 360,000); inhibition, % at 16.5 µM; in the data active means inhibition above about 25%;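 further: 0% = vehicle with enzyme and substrate and 100% = no enzyme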
MBD2 DNA inh: inhibitors of MBD2 binding to methylated DNA, primary screen, biochemical, TR-FRET, DNA-binding domain, human; Methyl-CpG-binding domain protein 2 (Homo sapiens), Q9UBB5; MBD2 binding to methylated oligonucleotide; inhibition, % at 4.4 µM; actives 0.31% (n = 370,000); in the data active means inhibition above about 13%
PLCb3 inh: human PLC-beta3 inhibitors, primary screen, biochemical, fluorescence; 1-phosphatidylinositol 4,5-bisphosphate phosphodiesterase beta-3 (Homo sapiens), Q01970; Purified PLC-beta3, fluorogenic substrate; inhibition, % at 12.2 µM; actives 0.18% (n = 370,000); in the data active means inhibition above about 11%;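 further: 0% = median of compound wells on plate and 100% = full blocker control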
ADAM17 inh: ADAM17 inhibitors, primary screen, biochemical, QFRET; Disintegrin and metalloproteinase domain-containing protein 17 (Homo sapiens), P78536; recombinant ADAM17, EDANS/DABCYL FRET peptide cleavage; inhibition, % at 6.95 µM; actives 0.83% (n = 370,000); AID 720648, 2013;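 active means inhibition above the mean of compounds lying between control limits plus 3 SD, set per campaign, cut at about 8.5% in these data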;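 further: 0% = DMSO-only wells as the low control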
Target sequence (P78536 215-824 limits assumed): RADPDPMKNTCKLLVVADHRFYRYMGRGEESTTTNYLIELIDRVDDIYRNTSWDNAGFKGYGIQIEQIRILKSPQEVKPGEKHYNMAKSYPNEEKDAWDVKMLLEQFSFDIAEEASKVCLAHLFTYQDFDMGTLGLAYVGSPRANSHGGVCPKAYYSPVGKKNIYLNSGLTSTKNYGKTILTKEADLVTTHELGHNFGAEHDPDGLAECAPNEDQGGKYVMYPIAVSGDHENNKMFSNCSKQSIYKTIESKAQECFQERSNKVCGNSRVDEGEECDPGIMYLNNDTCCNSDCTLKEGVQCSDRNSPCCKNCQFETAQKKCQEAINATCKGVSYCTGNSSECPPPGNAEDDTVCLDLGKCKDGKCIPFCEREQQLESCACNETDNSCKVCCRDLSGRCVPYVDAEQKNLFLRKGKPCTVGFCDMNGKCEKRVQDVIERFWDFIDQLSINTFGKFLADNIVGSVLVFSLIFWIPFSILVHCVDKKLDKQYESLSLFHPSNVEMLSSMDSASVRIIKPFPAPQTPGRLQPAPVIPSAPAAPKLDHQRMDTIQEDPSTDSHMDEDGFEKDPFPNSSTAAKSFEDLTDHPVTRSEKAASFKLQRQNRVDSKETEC
Tn7 DDE FP: inhibitors of Tn7 peptide binding to fibrin DD(E), primary screen, biochemical, fluorescence polarization, human fibrin, Tn7 probe | AID 720508, 2013 | FP displacement of FITC-Tn7 peptide from fibrin DD(E); 0% = median of compound wells per plate | inhibition, % at 8.3 µM | actives 0.13% (n = 370,000);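 active means inhibition above the mean of compounds falling within the control limits plus 3 SD of them, cut at about 14% in these data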;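 further: 0% = plate median of compound wells and 100% = 10 µM Aha-Tn7 peptide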
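Assay system: Human fibrin DD(E) protein | Medium: Tris buffer with calcium and detergent, pH 7.8 | Reagent: 0.1 µM fluorescent Tn7 | Compound dosing: Single point at 8.3 µM | Times: 10 min preincubation, 3 h with tracer, room temperature | Detection: Fluorescence polarization of the labelled Tn7 tracer | Controls: Aha-Tn7 high control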
ARFGAP1 inh: inhibitors of rat ARFGAP1 GAP activity, primary screen, biochemical, fluorescence polarization, GDP tracer; actives 0.26% (n = 360,000); AID 651572, 2012; ADP-ribosylation factor GTPase-activating protein 1 (Rattus norvegicus), Q62848; Arfgap1-stimulated ARF1 GTP hydrolysis, GDP FP detection; inhibition, % at 16.5 µM;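 active means inhibition above a per-plate limit, mean inhibition of low control wells plus 3 SD, cut at about 25% in these data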;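 further: 0% = DMSO wells with enzyme and 100% = wells lacking Arfgap1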
Target sequence (Q62848 1-136 limits assumed): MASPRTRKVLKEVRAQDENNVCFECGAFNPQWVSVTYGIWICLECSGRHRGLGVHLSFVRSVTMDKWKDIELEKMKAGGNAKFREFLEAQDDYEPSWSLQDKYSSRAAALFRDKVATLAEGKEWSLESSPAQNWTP
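Material: rat Arfgap1 GAP domain (His6, aa 1-136), purified enzyme. Also added: human ARF1(Δ1-17)-GTP substrate. Compound dosing: 16.5 µM single point, 1.26% DMSO. Timing: enzyme reaction 120 min at 25 °C after 20 min preincubation. Signal: GDP detection by fluorescence polarization. Read-out basis: percent inhibition of GAP-stimulated GDP formation, scaled between DMSO and no-Arfgap1 medians.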
PLCg1 inh: PLC-gamma1 enzyme inhibitors, primary screen, biochemical, fluorescence, purified enzyme; actives 0.84% (n = 370,000); inhibition, % at 12.2 µM; fluorogenic substrate; in the data active means inhibition above about 9.5%
* marks the source's active call; other numbers are inactive results; . = no result given.

SMILES	UHRF1 MBD2 ctr	PLCg1 inh	ASAP1 inh	KLK7 zymogen act	MBD2 DNA inh	PLCb3 inh	Tn7 DDE FP	ADAM17 inh	ARFGAP1 inh	Tn6 DDE FP
C=C1[C@@H](C)C2[C@H](Cc3ccccc3)NC(=O)[C@]23[C@H](OC(C)=O)/C=C/[C@@](C)(O)C(=O)[C@@H](C)C/C=C/[C@H]3[C@@H]1O (some centres not stated)	-1	4	.	0.8	-3	2	0	0	.	3
CC(C)C(=O)Nc1ccc(S(=O)(=O)N2CC3CC(C2)c2cccc(=O)n2C3)cc1 (configuration not stated)	0	0	2	0.3	-5	3	4	-1	-13	6
CC12CCC3C(CCC4CC(=O)CCC43C)C1CC(=NO)C2=O (configuration not stated)	-1	4	-1	0.4	-2	2	1	2	-10	4
CCOc1cc2c(cc1OCC)-n1cccc1C(c1cccc(F)c1)NC2 (configuration not stated)	2	4	-5	0.3	-4	3	-11	3	-10	-8
CCOP(=O)(OCC)Oc1cc(C)c(N(C)C)c(C)c1	-8	-4	-7	0.0	4	-7	2	-2	2	6
Cc1ccc2c(c1)CC1(CN2C)C(=O)NC(=O)N(c2cccc(C)c2C)C1=O (configuration not stated)	-4	-2	1	0.8	2	-4	-1	-4	0	-8
C[C@@H]1C(=O)O[C@H]2[C@H](O)[C@]34[C@@H]5OC(=O)[C@]3(OC3OC(=O)[C@H](O)C34[C@H](C(C)(C)C)[C@@H]5O)[C@@]12O (some centres not stated)	2	5	4	-0.1	0	-2	5	1	5	-2
Cc1cc(/C=C2/C(=O)NC(=O)N(C)C2=O)c(C)n1-c1ccccc1	-1	-2	-16	0.0	-2	-1	7	-5	8	9
FC(F)(F)c1ccc(CNCCc2ccc3c(c2)OCO3)cc1	3	11*	23	0.0	-2	-4	7	6	3	4
COC(=O)c1ccccc1-n1c(C)nc2ccccc2c1=O	-1	1	-4	-0.6	-1	1	-1	0	3	3

(continued)
SMILES	UHRF1 MBD2 ctr	PLCg1 inh	ASAP1 inh	KLK7 zymogen act	MBD2 DNA inh	PLCb3 inh	Tn7 DDE FP	ADAM17 inh	ARFGAP1 inh	Tn6 DDE FP
Oc1ccc(/C=N/NP(=S)(c2ccccc2)c2ccccc2)cc1	1	-1	2	0.6	0	-3	-2	3	8	-4
O=C(Cc1ccccc1)N1CCN(CC2CC3C=CC2C3)CC1 (configuration not stated)	-5	1	-8	0.6	-7	4	6	-1	-5	12
COc1ccc(CN2CC3CC(C2)c2cccc(=O)n2C3)cc1OC (configuration not stated)	-2	1	2	-0.2	-4	4	-1	-3	2	1
CSc1ccc(C(=O)C2CCCN(Cc3cc4ccccc4[nH]3)C2)cc1 (configuration not stated)	1	4	2	0.4	0	-1	-5	1	15	-10
O=C(c1cccnc1)C1CCCN(Cc2nc(-c3cnccn3)no2)C1 (configuration not stated)	-1	2	-3	0.5	4	-4	-2	-3	3	1
Cn1c(O)c(C=Nc2ccc(F)cc2)c(=O)[nH]c1=O	-4	-9	-6	-0.7	-5	-14	6	-3	0	-4
CC/C(=N\N1CCCCCC1)c1c(O)n(-c2ccc(C)cc2)c(=O)[nH]c1=O	0	-2	-11	0.7	-2	-2	5	2	9	0
Cc1nc2ccccc2c(=O)n1-c1c(Cl)cccc1Cl	9	3	1	0.5	3	2	0	2	3	-1
COC(=O)C1=C(c2ccc(OC)c(OC)c2)C[C@@H]2CC[C@H]1N2C(=O)NCCNC(C)=O	-3	-2	-5	-0.3	3	-1	-6	-6	3	-3
COC(=O)C1=C(c2c(C)noc2C)C[C@@H]2CC[C@H]1N2C(=O)NC1CCCCC1	-2	1	2	-0.5	-4	0	1	-1	0	4

Record cards (already shown). Order of values: UHRF1 MBD2 ctr, PLCg1 inh, ASAP1 inh, KLK7 zymogen act, MBD2 DNA inh, PLCb3 inh, Tn7 DDE FP, ADAM17 inh, ARFGAP1 inh, Tn6 DDE FP
Record of COC(=O)C1=C(c2ccc(OC)c(OC)c2)C[C@@H]2CC[C@H]1N2C(=O)NCCNC(C)=O = -3, -2, -5, -0.3, 3, -1, -6, -6, 3, -3
Record of Oc1ccc(/C=N/NP(=S)(c2ccccc2)c2ccccc2)cc1 = 1, -1, 2, 0.6, 0, -3, -2, 3, 8, -4

(listing goes on)
SMILES	UHRF1 MBD2 ctr	PLCg1 inh	ASAP1 inh	KLK7 zymogen act	MBD2 DNA inh	PLCb3 inh	Tn7 DDE FP	ADAM17 inh	ARFGAP1 inh	Tn6 DDE FP
c1cc(CCN2CCCC2)ccn1	-2	-8	-4	-0.9	-3	-22	3	-5	13	8
COc1cc2c(cc1OC)-c1c3c(cc4c1[C@@H](C2)N(C)CC4)OCO3	50*	-92	12	-3.9	46*	-97	-7	-9	-13	-4
COc1ccc(N2CCN(CCCN)CC2)cc1	-1	3	11	-0.4	1	0	-6	-1	4	0
CCc1ccccc1NC(=O)CNC1CCCCC1	2	2	-16	0.1	2	-5	4	-4	-1	-3
CC/C(=N\NC(N)=O)c1c(O)[nH]c(=O)[nH]c1=O	-4	-4	18	0.0	4	-12	6	-3	-2	-6
COC(=O)C1=C(c2cccc(OCc3ccccc3)c2)C[C@@H]2CC[C@H]1N2C(=O)NNCc1ccccc1	-1	2	0	0.1	2	1	4	2	-2	-5
COc1ccc(C(c2nnnn2C(C)(C)C)N2CCC3(CC2)C(=O)NCN3c2ccccc2)cc1 (configuration not stated)	0	0	-6	-0.3	1	2	-9	-1	14	-4
CSCCC(c1nnnn1-c1ccc2c(c1)OCCO2)N1CCC2(CC1)C(=O)NCN2c1ccccc1 (configuration not stated)	3	-2	1	0.5	3	0	2	2	0	8
O=C(CCN1CCOCC1)NCC(=O)Nc1ccc(Br)cc1C(=O)c1ccccc1	-1	2	0	-0.3	0	2	0	-2	-4	-3
O[C@H]1[C@H](O)[C@@H](O)CN2CC[C@H](O)[C@H]12	2	-1	-8	-0.2	-1	2	-2	-7	-3	4

Other compounds follow.
SMILES	UHRF1 MBD2 ctr	PLCg1 inh	ASAP1 inh	KLK7 zymogen act	MBD2 DNA inh	PLCb3 inh	Tn7 DDE FP	ADAM17 inh	ARFGAP1 inh	Tn6 DDE FP
Cc1ncc2n1-c1ccc(Cl)cc1C(c1ccccc1F)=NC2	2	-2	-4	0.7	4	-7	-7	-1	3	-2
Cc1c(C)c2cc(Cl)c(OCC(=O)N3C[C@H]4C[C@@H](C3)c3cccc(=O)n3C4)cc2oc1=O	-4	-5	-8	-0.4	-4	-4	-7	-23	8	5
Cc1ccccc1-n1c(C)nc2ccsc2c1=O	2	1	-8	-0.1	0	0	-4	4	-1	-1
CCOC(=O)c1[nH]ncc1CN1CCCC(C(=O)c2cccc(Cl)c2)C1 (configuration not stated)	0	3	-6	0.0	4	0	7	0	0	9
CCCOC(=O)COc1cc(C)cc2oc(=O)c3c(c12)CCC3	5	-17	-3	0.3	-1	-24	5	-24	-4	-10
Cc1ccc(C2CN(C)CC2C(=O)c2ccc(F)cc2)cc1 (configuration not stated)	-4	4	-2	0.0	-6	-4	3	-3	0	-4
O=C(O)C1C2c3ccccc3C(O)C1(C(=O)O)c1ccccc12 (configuration not stated)	0	0	-3	-0.7	-6	0	2	2	-11	1
COC[C@H]1OC(=O)c2coc3c2[C@@]1(C)C1=C(C3=O)[C@@H]2CCC(=O)[C@@]2(C)C[C@H]1OC(C)=O	-2	-25	-15	1.5	0	-41	-4	-5	-4	9
C[C@]12CCC3C(CC[C@H]4C[C@@H](O)CC[C@]34C)C1C[C@@H](N)[C@@H]2O (some centres not stated)	1	0	10	-0.4	-2	-3	-2	-1	-11	2
O=C(COc1ccccc1)N1CCN(CC2CC3C=CC2C3)CC1 (configuration not stated)	1	16*	18	-0.4	-2	1	3	-1	8	8

Carrying on:
SMILES	UHRF1 MBD2 ctr	PLCg1 inh	ASAP1 inh	KLK7 zymogen act	MBD2 DNA inh	PLCb3 inh	Tn7 DDE FP	ADAM17 inh	ARFGAP1 inh	Tn6 DDE FP
COC(=O)C1=C(c2ccc(F)cc2OCc2ccccc2)C[C@@H]2CC[C@H]1N2C(=O)NCCNC(C)=O	-3	3	-7	-0.2	3	0	1	-1	-2	0
Cc1cccc(CN2CCCC(C(=O)c3ccc(C(F)(F)F)cc3)C2)n1 (configuration not stated)	2	-3	9	-0.6	7	1	0	2	-11	-8
Nc1ccc([As](=O)(O)O)cc1	0	-1	2	0.1	3	1	5	-4	-15	7
Nc1ccccc1C(=O)OCc1ccc([N+](=O)[O-])cc1	-1	1	-9	-0.2	-4	-2	3	1	-7	4
O=C1NC(=S)N(c2ccccc2)C(=O)/C1=C/c1ccco1	91*	1	-12	1.1	58*	-15	-2	-2	-10	-4
O=C(c1cc(S(=O)(=O)N2CCOCC2)ccc1F)N1CCC2(CC1)OCCO2	0	2	1	0.2	4	2	0	-5	-16	-7
Cc1c(CCN)ccc2c1[nH]c1ccccc12	1	1	-5	0.6	7	-8	3	-5	2	1

As entered above:
UHRF1 MBD2 ctr with O=C1NC(=S)N(c2ccccc2)C(=O)/C1=C/c1ccco1 : 91*
KLK7 zymogen act with Cc1c(CCN)ccc2c1[nH]c1ccccc12 : 0.6
MBD2 DNA inh with Nc1ccc([As](=O)(O)O)cc1 : 3

Screening data from PubChem.

A portion of the library, so the mix of outcomes need not match the whole.
